# Kir21 block: inhibitors of mouse Kir2.1 inward-rectifier potassium channel; Inward rectifier potassium channel 2 (Mus musculus), P35561; B-score at 10 µM; HEK293-Kir2.1, FluxOR thallium flux fluorescence; active compounds read low; 0.85% of 310,000 active; AID 1672, 2009;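 active = fluorescence ratio B-score at or below minus 3 SD of library scores, with starting-brightness B-score within 2 SD, cut at about -4.2 in these data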;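 note: channel flux triggered by added potassium and thallium sulfate stimulus; B-score of peak minus minimum fluorescence over baseline after thallium stimulus; more negative B-score means stronger Kir2.1 block with less thallium influx; some compounds called inactive have numbers as strong as hits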
# Target sequence (P35561 whole entry, looked up): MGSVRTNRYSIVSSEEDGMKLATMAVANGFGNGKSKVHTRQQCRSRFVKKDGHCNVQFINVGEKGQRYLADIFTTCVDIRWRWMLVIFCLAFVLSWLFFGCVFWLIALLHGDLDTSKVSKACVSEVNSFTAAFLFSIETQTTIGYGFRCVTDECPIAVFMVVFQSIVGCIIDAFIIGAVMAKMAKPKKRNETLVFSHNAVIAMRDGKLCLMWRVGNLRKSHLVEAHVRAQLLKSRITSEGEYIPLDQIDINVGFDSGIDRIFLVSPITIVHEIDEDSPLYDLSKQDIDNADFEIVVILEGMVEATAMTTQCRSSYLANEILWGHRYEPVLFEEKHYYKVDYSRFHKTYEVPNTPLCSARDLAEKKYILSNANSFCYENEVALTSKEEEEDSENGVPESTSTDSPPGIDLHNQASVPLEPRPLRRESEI
# STK33 kinase inh: inhibitors of purified STK33 kinase, primary screen, biochemical, ADP-Glo luminescence, homogeneous, cell-free; Serine/threonine-protein kinase 33 (Homo sapiens), Q9BYT3; MBP phosphorylation; inhibition, % at 10 µM; 0.073% of 320,000 active; AID 2661, 2010;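 active = inhibition at or above 25%, using the most active replicate where run in duplicate; inactive = inhibition below 25%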
# Target sequence (Q9BYT3 whole entry, looked up): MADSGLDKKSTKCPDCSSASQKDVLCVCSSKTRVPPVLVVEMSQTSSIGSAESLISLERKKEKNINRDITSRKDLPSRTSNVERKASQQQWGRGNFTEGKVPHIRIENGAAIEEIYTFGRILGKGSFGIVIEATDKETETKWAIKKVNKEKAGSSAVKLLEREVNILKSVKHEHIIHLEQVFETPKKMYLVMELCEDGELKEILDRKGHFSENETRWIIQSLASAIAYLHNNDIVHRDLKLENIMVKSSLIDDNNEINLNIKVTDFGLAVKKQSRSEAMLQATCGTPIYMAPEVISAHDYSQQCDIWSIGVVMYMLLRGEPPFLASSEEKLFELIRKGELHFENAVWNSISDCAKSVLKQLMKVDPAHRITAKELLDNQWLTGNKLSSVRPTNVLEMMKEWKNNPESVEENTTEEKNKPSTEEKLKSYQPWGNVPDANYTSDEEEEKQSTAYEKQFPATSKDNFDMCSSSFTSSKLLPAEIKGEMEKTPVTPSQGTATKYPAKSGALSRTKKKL
# The depositor's hits bear a star; . = no result given.
SMILES,Kir21 block,STK33 kinase inh
Cc1ccc(CN2CCN(Cc3ccc4cc(F)ccc4n3)CC2CCO)o1 (stereo not drawn),-1.6,-0.9
S=c1[nH]nc(-c2ccc(Br)o2)n1Cc1ccccc1,-2.7,-0.8
COc1cc(OC)c2ccc(=O)oc2c1C(CCN1CCCC1)c1ccc2c(c1)OCO2 (stereo not drawn),0.14,-0.7
Cc1ccc(OCC(=O)NC2CCCC(C)C2C)c([N+](=O)[O-])n1 (stereo not drawn),.,-1.6
O=S1(=O)NC(c2ccccc2)CC(CC2CCCCC2)O1 (stereo not drawn),-0.59,-0.5
CCS(=O)(=O)Nc1ccc(Cc2ccncc2)cc1,0.07,-0.5
COc1ccc(S(=O)(=O)N(C)C(C)CCc2ccco2)cc1 (stereo not drawn),-0.07,-1.5
CCOC(=O)CSC1=N/C(=C\c2cccnc2)C(=O)N1c1ccc(OC)cc1,0.19,-1.1
O=C1CC(N2CCC(c3nc4ccccc4[nH]3)CC2)C(=O)N1Cc1ccccc1 (stereo not drawn),-2.5,-0.8
CCOC(=O)c1c(C)[nH]c(C)c1C(=O)CSc1nnc(-c2ccncc2)n1C,-0.01,-2.8
Cc1cc(F)ccc1S(=O)(=O)Nc1ccccc1C(=O)N1CCCC1,.,-0.4
O=C1OC(c2ccc(O)cc2)(c2ccc(O)cc2)c2ccccc21,-2.6,1.2
O=C(Cn1c(=O)c2cccn2c2ccccc21)NCCCN1CCCCC1,0.03,-1.8
C/C=C(/C)C(=O)Nc1cccc(C2=NOC3(C2)C[C@H](C(N)=O)N(C(=O)c2ccccc2)C3)c1 (stereo partly drawn),-0.3,1.0
O=C(O)CSc1nc2ccccc2[nH]1,1.1,-0.3
CCNC(=O)NC(=O)C(C)OC(=O)C1CCN(S(=O)(=O)c2ccccc2F)CC1 (stereo not drawn),1.4,-1.3
Cc1cc(NC(=O)COC(=O)[C@@H](NS(=O)(=O)c2ccccc2)C(C)C)no1,-1.1,-1.2
O=C(COC(=O)C1(c2ccc(F)cc2)CCCC1)N1CCN(C(=O)c2ccco2)CC1,-0.23,-0.9
CC(=O)Nc1ccc(NC(=O)C(Sc2ccccc2)c2ccccc2)cc1 (stereo not drawn),1.9,-2.4
Cc1ccc(Cn2nnc3c(=O)[nH]c(C4CCCN(S(=O)(=O)c5ccc(F)cc5)C4)nc32)cc1 (stereo not drawn),-0.41,-1.7

# A draw from above in order of formula weight, low to high.
SMILES,Kir21 block,STK33 kinase inh
Cc1cc(F)ccc1S(=O)(=O)Nc1ccccc1C(=O)N1CCCC1,.,-0.4
O=C(Cn1c(=O)c2cccn2c2ccccc21)NCCCN1CCCCC1,0.03,-1.8
CC(=O)Nc1ccc(NC(=O)C(Sc2ccccc2)c2ccccc2)cc1 (stereo not drawn),1.9,-2.4
O=C(COC(=O)C1(c2ccc(F)cc2)CCCC1)N1CCN(C(=O)c2ccco2)CC1,-0.23,-0.9

# New compounds follow.
SMILES,Kir21 block,STK33 kinase inh
CCCCNC(=O)c1ccc(CNS(=O)(=O)c2ccc(Br)cc2)cc1,-0.24,-1.2
CC(=O)c1sc(Nc2cccc3ccccc23)nc1C,1.9,-0.2
CCN(c1ccccc1)S(=O)(=O)c1ccc(C(=O)Oc2ccc(C(C)=O)cc2)cc1,-0.86,-1.3
Cc1ccc(Cn2nnc3c(=O)n(Cc4cccc(C)c4)cnc32)cc1,1.8,0.5
Cc1ccc(C(=O)N2c3ccccc3NC(=O)C2C)cc1 (stereo not drawn),-1.2,-0.6
CCCCN(C)C(=O)c1cn(CC)c2ccc(S(=O)(=O)N(C)C)cc2c1=O,-0.52,1.7
COc1ccc(OC)c(NC(=O)NCCN2CCN(c3ccccc3)CC2)c1,0.43,-0.4
Cc1ccc(S(=O)(=O)N2CCC(C(=O)N[C@@H](C)C(=O)NCc3ccccc3)CC2)cc1,1.5,0.7
CCN(CC)S(=O)(=O)c1ccc(C)c(NC(=O)CNCCN(C(C)C)C(C)C)c1,-0.02,-1.3
Cc1cccc(C)c1NC(=O)C1(N(Cc2ccco2)C(=O)CC2NC(=O)NC2=O)CCCCC1 (stereo not drawn),-1.4,-1.3

# 3 entries already listed, arranged by the value under Kir21 block, low to high.
SMILES,Kir21 block,STK33 kinase inh
CCCCNC(=O)c1ccc(CNS(=O)(=O)c2ccc(Br)cc2)cc1,-0.24,-1.2
CCN(CC)S(=O)(=O)c1ccc(C)c(NC(=O)CNCCN(C(C)C)C(C)C)c1,-0.02,-1.3
CC(=O)c1sc(Nc2cccc3ccccc23)nc1C,1.9,-0.2

# (further entries)
SMILES,Kir21 block,STK33 kinase inh
COc1ccc(Br)c(C(=O)Nc2ccc(F)cc2)c1,-0.18,4.6
Cc1cc(OC(=O)c2ccc(S(=O)(=O)N3CCCC3)cc2)c([N+](=O)[O-])c(=O)[nH]1,-0.03,-2.8
CC1(C)Cc2ccccc2C(N/N=C/c2ccc(Cl)cc2)=N1,-0.03,0.1
O=C(COC(=O)C1CCN(c2ccc(C(F)(F)F)cn2)CC1)NCc1ccccc1,.,0.2
Cc1ccc(NC(=S)N2CCCCCC2)cc1,0.89,-1.8
O=C(CC1OC(=O)c2ccccc21)Nc1cc(S(=O)(=O)N2CCOCC2)ccc1OCC(F)(F)F (stereo not drawn),1.4,-2.5
O=C(CCc1ccccc1)Nc1ccc2ccccc2n1,0.17,0.2
O=C(OCC(=O)N1CCc2ccccc2C1)c1ccc(N2CCOCC2)c([N+](=O)[O-])c1,1.3,1.5
CN(C)c1cccc(-c2csc(N3CCC(C(N)=O)CC3)n2)c1,.,-1.4
Cn1nc(C(F)(F)F)c2cc(NC(=O)OCc3ccc(C(C)(C)C)cc3)sc21,0.55,.
CCOC(=O)N1CCN(C(=O)/C(=C/c2cccs2)NC(=O)c2cccs2)CC1,-0.7,-0.5
CCCC(C(=O)NC1CCCC1)N(C(=O)c1snc(C(N)=O)c1N)c1ccc(F)cc1 (stereo not drawn),-1.2,.
CCCCOC(=O)CSc1nnc(N)s1,-0.15,1.9
CSCCC(NC(=O)c1cccc(C)c1)C(=O)OCN1C(=O)c2ccccc2C1=O (stereo not drawn),0.99,0.3
NC(=O)c1cc(S(=O)(=O)Nc2cccc(F)c2)co1,0.48,-0.8
CC(=O)Nc1ccc(N(C(=O)CNC(=O)c2cccs2)C(C(=O)NC(C)(C)C)c2ccccc2)cc1 (stereo not drawn),0.1,-0.1
Cc1nc2cc(NC(=O)N(C)c3ccc4ccccc4c3)ccc2o1,.,0.0
N#CCCN(C(=O)COC(=O)c1n[nH]c2ccccc12)c1ccccc1,.,0.8
Cc1ccc2nc(Br)c3c(c2c1)OC(CBr)C3 (stereo not drawn),0.59,1.3
Cc1cc(O)c(/C=N/Nc2ccc(Cl)cc2)c(=O)o1,1.1,-1.0
CC(C)(C)n1nc2c(c1NC(=O)COc1ccccc1F)CS(=O)(=O)C2,-0.23,0.2
CN(CCCNC(=O)C1CCN(S(=O)(=O)N2CCC3(CC2)OCCO3)CC1)Cc1ccccc1,-0.03,-1.3
N#Cc1ccc(C(=O)Nc2ccc3ccccc3c2)cc1,1.1,0.5
CC(=O)c1ccc(NC(=O)Nc2ccc(NS(=O)(=O)c3ccc(C)cc3)cc2)cc1,-1.2,-0.1
O=C(N/N=C/C(Cl)=C/c1ccc([N+](=O)[O-])cc1)C(=O)Nc1ccccc1C(=O)O,2.9,4.3
O=C(NCC1CCCO1)c1cccc(NC(=O)c2cccs2)c1 (stereo not drawn),1.8,0.4
CS(=O)(=O)N(CC(=O)N/N=C/c1cccs1)c1cccc(Cl)c1Cl,0.78,-0.3
CCN(c1ccccc1)S(=O)(=O)c1ccc(Cl)c(NC(=O)CSc2ncn[nH]2)c1,-0.91,0.5
CCOc1ccc(-c2nnc3ccc(SCC(=O)Nc4nc5ccccc5s4)nn23)cc1,0.31,1.7
O=[N+]([O-])c1ccc(O)c(Nc2ncnc3ccccc23)c1,-0.67,-0.9
O=C(C1=NN(c2ccccc2)C2C(=O)N(c3ccccc3Cl)C(=O)C12)c1ccccc1 (stereo not drawn),2.5,-2.6
O=S(=O)(c1ccc2nc(COc3ccc(Cl)cc3Cl)[nH]c2c1)N1CCOCC1,1.9,0.0
COc1cc(/C=N/n2nnnc2N)ccc1OCc1c(C)no[n+]1[O-],1.3,-0.8
CCn1ncc(C(=O)Nc2ccccc2C)c1C,0.63,-1.2
O=C/C(=C\Nc1ccc(Br)cc1)c1nc2ccccc2o1,1.2,0.9
CC1=NN(c2ccccc2)C(=O)C1N=Nc1ccc(C)cc1 (stereo not drawn),0.05,-0.4
CCn1c(=O)c2c(n3cnnc13)-c1ccccc1CC21CCCCC1,1.1,0.1
Cc1cc(=O)[nH]c(N/N=C/c2ccccc2C(F)(F)F)n1,-1.4,-0.5
Nc1cc(C(=O)O)c(Oc2ccc(Cl)cc2Cl)cc1C(=O)O,0.61,0.4
Cc1ccc(CNC(=O)/C=C/C(=O)O)cc1,0.02,-4.8
O=C(NC1CC1)[C@@H]1CSC2c3ccccc3C(=O)N21 (stereo partly drawn),0.1,-0.4
Cn1c(=O)c2c(ncn2CC(=O)N2CCN(S(=O)(=O)c3ccccc3)CC2)n(C)c1=O,0.02,0.1
COc1ccccc1N1CCN(C(CNS(=O)(=O)c2ccc(C)cc2)c2cccnc2)CC1 (stereo not drawn),0.04,-2.0
CCOc1ccc2nc(NC(=O)Cc3cccs3)sc2c1,-0.5,1.1
O=S(CCc1ccncc1)Cc1ccccc1 (stereo not drawn),-0.07,0.8
COc1cccc(/C=C/C(=O)NCc2ccc(S(N)(=O)=O)cc2)c1,-0.78,0.7
O=C(CSc1nnc2scc(-c3ccccc3)n12)N1CCN(Cc2ccccc2)CC1,-0.81,-2.0
COc1ccc(C2CC(c3ccc(OC)cc3O)=NN2C(=O)c2ccccc2)cc1 (stereo not drawn),0.03,-3.0
O=C(C1CCC(CNS(=O)(=O)c2cccc3cccnc23)CC1)N1CCCC1 (stereo not drawn),0.23,0.5
O=C(COc1ccccc1)N1CCN=C1c1ccccc1,-0.75,-1.8

# The listing continues.
SMILES,Kir21 block,STK33 kinase inh
O=C(Cc1cc(=O)[nH][nH]1)N/N=C/c1c(F)cccc1Cl,-0.41,-0.4
COCCN(CC(=O)Nc1cccc(C)c1C)C(=O)C1(c2ccc(Cl)cc2)CCC1,.,-3.0
Cc1nn(CCCC(=O)NCCc2ccccc2)c(C)c1[N+](=O)[O-],-1.1,0.9
CC(C)(C)NC(=O)c1cc(-c2ccccc2)n[nH]1,-2.3,-1.0
Cc1cc(SCC(=O)N/N=C/c2cccnc2)nc2c(C)cccc12,-0.11,.
CC(C#N)Sc1nc2ccccc2c(=O)n1-c1ccccc1 (stereo not drawn),-0.72,-0.9
O=C(O)Cn1c(=O)c2c3c(sc2n(Cc2ccccc2F)c1=O)CCCC3,0.16,0.4
O=C(COC(=O)Cc1ccccc1F)NC(=O)NC1CCCC1,.,-2.2
CC1=C(C(=O)OC2CCCCCCC2)C(c2cccc(O)c2)NC(=O)N1 (stereo not drawn),-0.66,-1.1
O=C(C1CC(Cl)CN1S(=O)(=O)c1ccc(Cl)cc1)N1CCOCC1 (stereo not drawn),-1.2,-0.2

# Laid out differently: entries from further up
> O=C(COC(=O)Cc1ccccc1F)NC(=O)NC1CCCC1
  Kir21 block = .
  STK33 kinase inh = -2.2
> CC1=C(C(=O)OC2CCCCCCC2)C(c2cccc(O)c2)NC(=O)N1 (stereo not drawn)
  Kir21 block = -0.66
  STK33 kinase inh = -1.1

# Continued.
SMILES,Kir21 block,STK33 kinase inh
Cc1ccccc1OCC(=O)Nc1ccc(N2CCN(S(C)(=O)=O)CC2)cc1,0.94,-1.1
CCc1ccc(NC(=O)NNC(=O)CCc2ccccc2)cc1,-0.13,-2.2
COC(=O)c1ccc(CSc2nnc(-c3c[nH]c4ccccc34)n2-c2ccccc2)cc1,0.56,-1.1
O=C(CNC(=O)C1CCCCC1)OC(C(=O)c1ccccc1)c1ccccc1 (stereo not drawn),.,-1.0
CC(C)(C)NC(=O)C(c1ccc(F)cc1)N(Cc1cccs1)C(=O)c1ccc(CN2CCOCC2)o1 (stereo not drawn),0.35,-0.2
COC(=O)c1nnn(-c2nonc2N)c1-c1cccs1,-0.3,0.6
Cc1ccc(N(Cc2cc3cc(C)ccc3[nH]c2=O)C(=O)c2cccs2)cc1,0.98,.
CCc1c(C)nc2ncnn2c1N1CCC(C(=O)NCc2cccs2)CC1,-1.4,-0.8
O=C(NC1CCC(O)CC1)c1cc(Cl)c2c(c1)OCCO2 (stereo not drawn),.,-1.2
COC(=O)/C(=C(O)\C=C\c1ccccc1[N+](=O)[O-])c1nc2ccccc2[nH]1,-0.59,1.0
CCOc1cc(NC(=O)c2ccco2)c(OCC)cc1NC(=O)COc1ccccc1,-2.5,-1.9
COc1ccccc1OCCC(=O)OCC(=O)NC(=O)NC(C)(C)C,0.62,-0.5
O=C(NC1CCCC1)c1cc2nc(-c3ccco3)cc(C(F)(F)F)n2n1,-0.83,-0.8
O=C(O)c1ccc(F)c(S(=O)(=O)Nc2ccccc2)c1,-0.21,-1.1
COc1ccc(CC(=O)NCCN2CCCC2)cc1,1.1,0.7
Cc1ccc(-c2nc(-c3nccc4ccccc34)oc2-c2ccccc2)cc1,-0.16,-3.3
CCOC(=O)c1ccc(CSc2nncn2N)o1,1.6,-0.5
Brc1ccc(-c2csc(Nc3nc(-c4ccc(Br)cc4)cs3)n2)cc1,1.7,-0.4
Cn1c(-c2ccc3ccccc3n2)[n+](C)c2ccccc21,1.4,0.6

# Rows were taken by chance; any-hit rate near 0.84%.
